Screening results from PubChem.
TbREL1 primary = TbREL1 inhibition, primary screen | P86926 | TbREL1 RNA ligation, FRET fluorescence | inhibition, % at 9.66 µM | actives 0.49% (n = 89,000);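 active = inhibition above the mean inhibition across all screened compounds plus 3 SD, cut at about 11% in these data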;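 note: 0% = plate median of test wells and 100% = NSC42067 control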
Target sequence (P86926 whole entry, looked up): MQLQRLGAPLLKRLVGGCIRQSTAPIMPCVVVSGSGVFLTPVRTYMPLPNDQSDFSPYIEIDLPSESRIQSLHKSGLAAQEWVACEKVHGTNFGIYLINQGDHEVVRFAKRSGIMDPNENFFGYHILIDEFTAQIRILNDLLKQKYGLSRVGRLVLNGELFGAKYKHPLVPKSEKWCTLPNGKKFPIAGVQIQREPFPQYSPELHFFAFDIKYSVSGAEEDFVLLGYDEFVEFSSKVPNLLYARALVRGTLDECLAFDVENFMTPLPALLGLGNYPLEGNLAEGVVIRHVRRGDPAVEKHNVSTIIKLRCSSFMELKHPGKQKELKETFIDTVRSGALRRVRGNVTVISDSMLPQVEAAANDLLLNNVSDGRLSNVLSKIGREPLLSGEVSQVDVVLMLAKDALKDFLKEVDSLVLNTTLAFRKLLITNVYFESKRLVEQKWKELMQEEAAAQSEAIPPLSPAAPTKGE
The depositor's hits bear a star.

SMILES	TbREL1 primary
Cc1ccc(NC(=O)CS(=O)CC(=O)Nc2ccc(N3CCOCC3)cc2)cc1Cl (stereo not given)	-4
CN(C)N=Nc1ccc(S(=O)(=O)N2CCSC2C(=O)O)cc1 (stereo not given)	1
Nc1c(C(=O)NCCc2ccccc2)sc2nc(N3CCOCC3)c3c(c12)CCCC3	-3
Cc1cc(Br)c(NC(=O)CN2CCCC2)c(Br)c1	2
COC[C@H]1CCCN1c1ccc2c(c1)O[C@@H]1CCN(C1)S2(=O)=O	0
CCOc1ccc(C(=O)CCC(=O)N(CC)CC(=O)Nc2c(F)cccc2F)cc1	1
CSCCC(NC(=O)c1ccccc1Cl)C(=O)N1CCC1 (stereo not given)	-1
CCCCCCOC(=O)C(C#N)c1nc2ccccc2nc1N1CCOCC1 (stereo not given)	-3
COc1ccc(O)c(C(=O)c2cnc3onc(C(C)C)c3c2)c1	-5
CCOC(=O)C1=C(COC(=O)Cc2ccc(Cl)cc2)NC(=O)NC1C (stereo not given)	-1
CC(=O)Nc1cccc(Oc2cc(C#N)c(C#N)cc2N2CCOCC2)c1	5
Cn1c(SCc2ccccc2F)nnc1-c1cnccn1	0
CC(C)c1ccc2oc(=O)cc(CN3CCN(c4ccc(F)cc4)CC3)c2c1	-2
CCN(CCNC(=O)C1CCCN(Cc2nc(-c3ccc(OC)cc3)oc2C)C1)c1ccccc1 (stereo not given)	-5
Cc1sc2nc(CN3CCN(S(=O)(=O)c4cccc5nonc45)CC3)[nH]c(=O)c2c1C	2
O=C(NC(c1ccccc1)C(Cl)Cl)c1ccccc1 (stereo not given)	1

Part of the list above in order of molecular weight, high to low:
SMILES	TbREL1 primary
CCOC(=O)C1=C(COC(=O)Cc2ccc(Cl)cc2)NC(=O)NC1C (stereo not given)	-1
COc1ccc(O)c(C(=O)c2cnc3onc(C(C)C)c3c2)c1	-5
O=C(NC(c1ccccc1)C(Cl)Cl)c1ccccc1 (stereo not given)	1

Next part
SMILES	TbREL1 primary
O=C(Nc1cccc(S(=O)(=O)N2CCOCC2)c1)c1cc(=O)[nH]c2ccccc12	0
C=CCc1ccc(OCCCOc2ccc(C)cc2OC)c(OC)c1	1
COc1ccc(OC)c(/C=N/Nc2nncn2/N=C/c2cc(OC)ccc2OC)c1	-1
CCc1noc(C)c1C(=O)N(C)CC(=O)Nc1ccc(OC)cc1	3
COc1ccc(/C=C(\C#N)c2n[nH]c(Cn3cncn3)n2)cc1	8
O=C(CSc1ccccc1Cl)N1CCC(c2nc3ccccc3s2)CC1	3
Cc1[nH]n(-c2ccccc2)c(=O)c1C=Nc1cccc2cccnc12	-1
Cc1ccc2nc(N3C(=O)C(O)=C(C(=O)c4ccco4)C3c3ccc(C)o3)sc2c1 (stereo not given)	-1
O=C(C(=C1NCCN1)n1cncn1)c1ccccc1	-1
COc1ccc(CCN2C(=O)CC(N3CCN(S(=O)(=O)c4ccccc4)CC3)C2=O)cc1OC (stereo not given)	0
CCCCn1c(N2CCC(Cc3ccccc3)CC2)nc2c1c(=O)[nH]c(=O)n2C	7
COc1ccccc1N1CCN(C(=O)COc2ccc(Cl)cc2)CC1	-4
COc1ccc(NC(=O)COC(=O)c2c(C)noc2C)c(OC)c1	0
CCO[C@H]1OC(C(=O)NCc2nc3ccccc3[nH]2)=C[C@@H](c2csc3ccccc23)[C@@H]1CCCO	0
COC(=O)Cc1c(C)c2ccc(OCC(C)=O)c(C)c2oc1=O	1
CC(/C=N/NC(=O)Cc1cccn1C)=C\c1ccco1	1
C/C(=N/NC(=O)c1cccc(N2CCCC2=O)c1)c1ccc(Br)cc1	2
Cc1cc(Oc2ccc(=O)[nH]n2)nc(Cl)n1	-1
COC(=O)c1[nH]c2ccc(F)cc2c1NC(=O)C1=COCCO1	-1
COCCCNc1c2c(nc3nnnn13)CCCC2	5
CN1C(C(=O)NCc2ccc(OC(F)(F)F)cc2)CC2Cn3c(nc4ccccc43)C21 (stereo not given)	-1
O=C(C1CCCN(Cc2ccccc2C(F)(F)F)C1)N1CCCCC1 (stereo not given)	1
CCOC(=O)N1CCC(N(CCN(C)C)C(=S)Nc2cc(Cl)cc(Cl)c2)CC1	0
CCOC(=O)C1(C)NC(c2ccco2)C2C(=O)N(CC)C(=O)C21 (stereo not given)	-2
COCCSc1nnc(NC(=O)Cc2ccccc2OC)s1	1
CCCCCCOC(=O)C(C#N)c1nc2ccccc2nc1N1CCN(C)CC1 (stereo not given)	-4
C[C@H]1CN([C@@H](C)CO)C(=O)CCCn2cc(nn2)CO[C@@H]1CN(C)C(=O)Nc1ccnc(N2CCOCC2)c1	4
O=C(O)C1C(c2ccccc2)C(C(=O)OCCCO)C1c1ccccc1 (stereo not given)	7
COC(=O)[C@]12C[C@H](CC(=O)N3CCOCC3)C(=O)N(Cc3ccc(Cl)cc3Cl)C1=C[C@H](C1CCCC1)O[C@@H]2C	-3
N#CCCn1cc(/C=N/NC(N)=S)c(-c2ccccc2)n1	-4
CS(=O)(=O)c1ccc(N)cc1	-2
CCOC(=O)CSc1ncc(-c2ccccc2)nn1	4
COc1ccc(C(c2nnnn2C(C)C)N2CCN(C(=O)c3ccco3)CC2)cc1 (stereo not given)	0
CN1C[C@@H]2[C@@H]3C(=O)N(Cc4ccccc4)C(=O)[C@@H]3[C@](C)(C1=O)N2C(=O)c1ccc(C(F)(F)F)cc1	-1
CCOc1c(Cl)cnn(-c2ccc(C)cc2)c1=O	-5
COCCCn1cc(CN2CC(N3CCN(C)CC3)CS2(=O)=O)nn1 (stereo not given)	-2
Cc1[nH]c(-c2ccccn2)nc(=S)c1Cl	4
CC(NC(=O)c1ccccc1Cl)c1nnc(SCC(=O)Nc2ccc(C(=O)O)cc2)n1C (stereo not given)	0
COc1cc(CN2CCCC(CO)(Cc3ccccc3C)C2)cc2c1OCO2 (stereo not given)	-3
CCOc1ccc(S(=O)(=O)N2CCOCC2)cc1NC(=O)C1CCC1	0
Cc1ccc(OCCC(=O)N(Cc2ccccc2)c2c(N)n(Cc3ccccc3)c(=O)[nH]c2=O)cc1	-2
COC(=O)N=Nc1c(O)[nH]c2ccc(Br)cc12	8
CCN(CC(=O)Nc1c(F)cccc1F)C(=O)CNC(=O)c1ccco1	0
Cc1ccc(C(=O)NNC(=O)c2ccc(NC(=O)C(C)(C)C)cc2)cc1	1
COc1ccc(C(=O)N=C2CCC(C#N)=C3c4cc(OC)c(OC)cc4CCN23)cc1	-1
COc1cc(C(=O)NCC(=O)Nc2c(C)cccc2C)ccc1OCC(=O)N1CCOCC1	6
Cc1onc(-c2ccccc2Cl)c1C(=O)Nc1cccc(-c2nc3ncccn3c2C)c1	-1
O=C(CSc1nc(C2CCCCC2)nc2ccccc12)N1CCCC1	2
Cc1ccc(-n2nc(C)c(/C=N/NC(=O)c3cccs3)c2Cl)cc1	-1
Cc1cc(=O)[nH]c(SCC(=O)NCc2ccco2)n1	5
CCOc1ccc(C(CC(=O)O)NC(=O)COc2ccccc2)cc1 (stereo not given)	-2
COc1cccc(C(=O)NC(C)c2ccc(-c3ccccc3)cc2)c1OC (stereo not given)	-2
c1nc2sc3c(c2c2nnnn12)CCC3	0
O=C(C1CCCN(Cc2cccnc2)C1)N1CCCCC1 (stereo not given)	5
Cc1nnc(NC(=O)CCC(=O)NC2CCCCCCC2)s1	-2
COC(=O)C1OCOC2C(C(=O)OC)OCOC12 (stereo not given)	1

Random excerpt: 6 records from the list.
SMILES	TbREL1 primary
O=C(C1CCCN(Cc2cccnc2)C1)N1CCCCC1 (stereo not given)	5
COC(=O)C1OCOC2C(C(=O)OC)OCOC12 (stereo not given)	1
Cc1nnc(NC(=O)CCC(=O)NC2CCCCCCC2)s1	-2
CCOc1ccc(C(CC(=O)O)NC(=O)COc2ccccc2)cc1 (stereo not given)	-2
Cc1cc(=O)[nH]c(SCC(=O)NCc2ccco2)n1	5
Cc1ccc(-n2nc(C)c(/C=N/NC(=O)c3cccs3)c2Cl)cc1	-1

Other records.
SMILES	TbREL1 primary
Cc1ccc(NS(=O)(=O)c2ccc(C)c(NC(=S)NCCN3CCOCC3)c2)c(C)c1	-8
COc1ccc2cc(C(c3nnnn3C3CCCC3)N3CCOCC3)c3nnnn3c2c1 (stereo not given)	4
Cc1ccc(N2C(=O)[C@@H]3[C@H](C2=O)[C@H]2C=CC=NN2[C@@H]3C(=O)Nc2ccc(Cl)cc2)cc1	-1
CCOc1cc(CNCCO)ccc1OCC(=O)NC(C)(C)C	3
C=CCNc1nc(N)c(C(=C(C#N)C#N)c2ccc(Br)cc2)s1	1
COc1ccc(CC(=O)OC(C)CN2CCCCC2)cc1 (stereo not given)	3
CCCc1ncc(CN2CCCCC2C(=O)Nc2ccc(Oc3ccccc3)nc2)cn1 (stereo not given)	-3
CCOC(=O)C1(Cc2ccc(Cl)cc2)CCN(C(=O)CCc2cnccn2)CC1	0
CCN1C(=O)CSc2ccc(C(=O)NC3CCCCC3)cc21	-3
CC(c1nccs1)N(C)c1nc2nonc2nc1NC1CC1 (stereo not given)	0
c1ccn2cc(C34CC5CC(CC(C5)C3)C4)nc2c1	-1
CCOc1ccc2nc(NC(=O)c3ccc(S(=O)(=O)N4CCOCC4)cc3)sc2c1	-3
CCOC(=O)CCCNC(=O)O[C@@H]1CC[C@@]23CCCN2C(=O)CCC[C@H]3C1	-2
CCCn1c(N)c(C(=O)CSc2nc(C)cs2)c(=O)n(C)c1=O	-1
COc1cc(/C=C/c2nc3ccccc3c(=O)[nH]2)ccc1O	-3
COc1ccc(NC(=O)Nc2nnc(-c3cccs3)s2)cc1	5
COc1ccc(NS(=O)(=O)c2cc(N=Nc3c(O)[nH]c(=O)[nH]c3=O)ccc2Cl)cc1	4
O=C(CNC(=O)c1cc2c(s1)CCC2)Nc1ccccc1Br	2
CCc1c(C)c(C#N)c2nc3ccccc3n2c1NCC1CCCO1 (stereo not given)	1
CCc1ccc(NC(=O)CSc2nc3c(c(=O)n(C)c(=O)n3C)n2C)cc1	2
O=C(c1cc(Cl)ccc1O)N1CCN(S(=O)(=O)Cc2ccccc2)CC1	-3
C=CCn1c(-c2ccccc2)ccc(C#N)c1=O	5
Cc1ccc(Nc2ncc(C(=O)NCCCN3CCN(C)CC3)c3ccccc23)cc1Cl	2
CCN1CCN(C(=O)c2cc3c(-c4ccc(Cl)cc4)nn(C)c3s2)CC1	-1
CCN(CC)S(=O)(=O)c1ccc(N2CCN(C)CC2)c(NC(=O)Nc2ccccc2F)c1	8
O=C(O)c1cccc(N2CCCCS2(=O)=O)c1	3
O=C(CC(C(=O)N1CCc2ccccc21)n1ccnc1)NCc1cccnc1 (stereo not given)	2
CCCOc1ccc(N2C(=O)CC(N(CCC)C(=O)CCC(=O)O)C2=O)cc1 (stereo not given)	1
COc1ccc(C(=O)NC(=O)Nc2ncccc2C)cc1	8
COc1ccc(CC(NC(C)=O)C(=O)NC2CCN(C(=O)c3ccc(OC)c(OC)c3)CC2)cc1OC (stereo not given)	-4
CC(=O)Nc1ccc(-c2ccnc3c2CC(C(=O)Nc2cccc(C(F)(F)F)c2)O3)cc1 (stereo not given)	-1
COc1cc(C(=O)OCC(=O)Nc2sccc2C(N)=O)cc(OC)c1OC	-4
Cc1cc(C)cc(-n2nnc3ccccc3c2=O)c1	-1
COc1cccc(N/C(SC)=C(/C#N)C(N)=O)c1	0
COc1ccc(OC)c(/C=N\NC(=O)CC(=O)NCCc2ccccc2)c1	3
COc1ccc(C(C(=O)NC2CCCC2)N(C(=O)c2snc(-c3ccc(F)cc3)c2N)c2ccc(F)cc2)cc1 (stereo not given)	0
Cn1c2nc(=O)[nH]c(=O)c-2cc2ccccc21	1
CC(C)c1ccc(NC2CCCN(C(=O)c3ccc4nccnc4c3)C2)cc1 (stereo not given)	-4
O=C(/C=C/c1ccc2c(c1)OCCCO2)c1ccc2ccccc2c1O	3
COC(=O)CN1C(=O)C(O)(CC(=O)c2ccc(C)cc2)c2cc(Br)ccc21 (stereo not given)	-2
Cc1c(C#N)c2n(c1C)CCCC(=O)N2	-6
COc1ccc(C(=O)NNC(=O)CSc2nnc(COc3ccc4ccccc4c3)n2C)cc1	1
CCN(CC(=O)NC1CCS(=O)(=O)C1)S(=O)(=O)c1cc(C)ccc1C (stereo not given)	0
CCOc1cc(/C=C(/C#N)C(=O)Nc2ccc(OC)cc2)ccc1OCc1ccc(C(=O)O)cc1	1
CN(C)CCN1CCN(C2CN(Cc3ccc([N+](=O)[O-])cc3)S(=O)(=O)C2)CC1 (stereo not given)	4
CCCCCc1cc(=O)oc2c(C(CCN3CCN(c4ccccc4)CC3)c3ccc4c(c3)OCO4)c(OC)cc(OC)c12 (stereo not given)	-2
CCCCCCSc1ccc([C@H]2N[C@@](Cc3ccccc3)(C(=O)OC)[C@H]3C(=O)N(C)C(=O)[C@@H]23)cc1OC	1
Cc1cc2cc(C)c3nnc(SCC(=O)NCc4ccco4)n3c2cc1C	-5
O=C(O)c1ccc(C=NNC(=O)c2cc(-c3ccc(Cl)cc3)n[nH]2)cc1	4
CCC(=O)Oc1cccc(C(=O)Nc2cccc(NC(=O)c3ccco3)c2)c1	2
C/C(=N\Nc1nc2ccc(Cl)cc2o1)c1ccccc1	-1
CC(C)c1ccc(C(=O)NCCCNC(=O)c2cnccn2)cc1	1
Cc1ccc(OCC(=O)NNC(=O)C2CCC2)cc1C	1
CC1(C2CC2)NC(=O)N(CC(=O)Nc2ccccc2-c2ccccc2)C1=O (stereo not given)	1
CCN(c1ccccc1)S(=O)(=O)c1ccc(Oc2ccc(-n3ccnc3)cc2)nc1	0
O=C(NCc1ccccc1)OC1CC2CC1[C@H]1CCCCN1C2 (stereo not given in full)	2
O=C(CSc1nc(-c2ccc(F)cc2)cc(C(F)(F)F)n1)NCc1ccco1	0

An excerpt; rates above refer to the full screens.
